NadD block = blocks S. aureus nicotinate mononucleotide adenylyltransferase. 360,000 tested, 0.78% active. inhibition, % at 20 µM. purified NadD enzyme, colorimetric absorbance read-out. AID 602399; in the data active = inhibition above about 26%; note: some compounds past the cut are filed as inactive
MLLE-PAM2 inh = blocks PAM2 peptide binding to the PABP1 MLLE domain; P11940; GST-MLLE / FITC-PAM2 fluorescence polarization; inhibition, % at 20 µM; 360,000 tested, 0.36% active; AID 588489; in the data active = inhibition above about 35%, passing the limit was not always enough;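 note: plate controls were DMSO wells with GST-MLLE for no effect and wells lacking GST-MLLE protein for full effect; some results filed as inactive read as strong as hits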
TbMetRS inhib = Trypanosoma brucei MetRS inhibition | purified T. brucei MetRS, ATP depletion, Kinase-Glo luminescence | AID 624268 | 360,000 tested, 0.4% active | inhibition, % at 11.9 µM;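 active = inhibition above a per-plate cutoff of the control wells' mean inhibition plus 3 SD, cut at about 5.5% in these data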;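 note: 0% = DMSO wells median and 100% = median of wells with control inhibitor compound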
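technique = Kinase-Glo luminescence, ATP depletion format | system = purified MetRS (methionyl-tRNA synthetase) enzyme from Trypanosoma brucei | timing = 15 min preincubation, 2 h reaction, all 25 °C | evaluation = percent inhibition versus plate control medians | dosing = single dose, 11.9 µM final nominal, 0.9% final DMSO | also added = substrates ATP, L-methionine and bulk Escherichia coli tRNA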
Rpn11 inh = Rpn11 (human) deubiquitinase inhibition; O00487; human 26S proteasome, Ub4-pepOG fluorescence polarization; 20S core pre-blocked with epoxomicin; calls only at 20 µM; 360,000 tested, 0.59% active; AID 588493;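 active = inhibition at 20 µM, scaled to each plate's controls, above about 33%, limit read from the data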
SUMO1-SIM PPI = SUMO1-SIM interaction modulation. P63165. 360,000 tested, 0.33% active. AID 602429. SUMO1 binding to a labelled peptide, TR-FRET, 1 h. inhibition, % at 20 µM; in the data active = inhibition above about 37%
Scp1 inh = blocks human Scp-1 phosphatase activity. inhibition, % at 20 µM. Q9GZU7. 340,000 tested, 0.88% active. Recombinant Scp1, phosphopeptide, malachite green phosphate absorbance;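 active = inhibition above about 50% at 20 µM, limit read from the data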;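 note: plate controls were DMSO wells with enzyme for no effect and wells lacking enzyme for full effect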
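Test system: SCP-1 phosphatase catalytic domain, residues 76-261; measured by: colorimetric phosphate reagent with accelerator and stabiliser, absorbance at 630 nm; timing: enzyme reaction 45 min at room temperature, colour 5 min, stabilisation 30 min; also added: Phosphorylated 17-residue peptide substrate; compound dosing: one concentration, 20 µM, with 1.0% DMSO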
DNMT1 inh = blocks human DNA methyltransferase DNMT1; DNMT1 molecular beacon, Hinp1I cleavage, fluorescence; inhibition (reported as % activation of signal), % at 10 µM; 360,000 tested, 0.83% active; AID 588458; in the data active = inhibition above about 50%
LMPTP block = LMPTP (human) inhibition; recombinant LMPTP-A, OMFP fluorogenic substrate, fluorescence intensity; inhibition, % at 20 µM; 360,000 tested, 0.22% active; AID 651560;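 active = compounds that cut the enzyme signal by at least half of the control window in the single-dose screen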;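 note: plate controls were DMSO wells with enzyme plus substrate for no effect and substrate without enzyme for full effect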
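Test system: LMPTP-A phosphatase enzyme. Amount: LMPTP-A at 0.625 nM final in the reaction. Reagent: OMFP substrate, 400 µM final. Times: 50 min at room temperature. Signal: endpoint fluorescence intensity from OMFP dephosphorylation. Read-out basis: % inhibition. Benchmarks: no-enzyme and uninhibited controls.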
CSN inh = blocks human CSN-mediated cullin deneddylation. inhibition, % at 12.5 µM. Purified CSN, SCF-Nedd8-OG deneddylation, fluorescence polarization. 360,000 tested, 0.38% active;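 active = pattern-corrected inhibition above about 35%, with an unprinted fluorescence ratio check between 0.5 and 1.5, limit read from the data, passing the limit was not always enough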;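 note: 0% = enzyme with substrate and 100% = substrate without enzyme; some results filed as inactive read as strong as hits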
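Assay system: purified human Csn5 enzyme expressed in HEK293T cells; Input: 0.24 nM Csn5 enzyme, final concentration; Reagent: 10 nM SCFSkp2-Nedd8OG; Compound dosing: 12.5 µM single point; Times: reaction 90 min, room temperature; Technique: fluorescence polarization readout.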
STEP block = inhibitors of human striatal-enriched phosphatase STEP | AID 588621 | P54829 | 360,000 tested, 0.25% active | recombinant STEP, OMFP fluorogenic substrate, fluorescence | inhibition, % at 20 µM;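 active = inhibition at 20 µM, scaled per plate between control wells, above about 37%, limit read from the data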;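 note: 0% = DMSO with enzyme and substrate and 100% = substrate only without enzyme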
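medium = Bis-Tris buffer pH 6.0, 2.5 mM DTT, 0.005% Tween 20 | test system = STEP (striatal-enriched tyrosine phosphatase) enzyme, cell-free | measure = normalized % inhibition | compound dosing = 20 µM, 1% DMSO | also added = 25 µM OMFP | schedule = reaction 20 min, ambient temperature | measured by = fluorescence read at 480 nm ex / 540 nm em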
* hit, by the source's call; i = inactive; / = no result given.

Value order – NadD block | MLLE-PAM2 inh | TbMetRS inhib | Rpn11 inh | SUMO1-SIM PPI | Scp1 inh | DNMT1 inh | LMPTP block | CSN inh | STEP block
1) CCC1(c2ccccc2)CN(C)C1=O (centres undefined)
    1 | 18 | -0.4 | i | 0 | / | 0 | -1.7 | -3 | -2
2) Cc1ccc(N(Cc2ccc(C(=O)NC3CCCCC3)cc2)S(C)(=O)=O)cc1C
    3 | 0 | -1.5 | i | -3 | -1 | 1 | -0.1 | 2 | 2
3) CCOC(=O)C(c1ccccc1)C(Nc1ccc(F)cc1)c1ccccn1 (centres undefined)
    -5 | -4 | -0.7 | i | 4 | -8 | -1 | 1.7 | -5 | 0
4) COc1ccccc1NS(=O)(=O)c1cc(NC(=O)c2ccc(=O)[nH]c2)ccc1N1CCOCC1
    8 | 1 | 0.0 | i | 19 | -3 | -12 | 0.3 | -4 | -1
5) CN1C(=O)c2ccc(N3CCCC3)cc2C1=O
    0 | 10 | -0.3 | i | -21 | 2 | 3 | 1.2 | 3 | 2
6) CCN(CC)S(=O)(=O)c1ccc(OC)c(NS(=O)(=O)c2ccc(F)cc2)c1
    -9 | 21 | 0.0 | i | -3 | -8 | 4 | 0.2 | 0 | -4
7) Cc1ccc(S(=O)(=O)NC(=S)NC2CCCCC2)cc1
    -5 | 47* | -0.6 | i | 4 | -5 | 1 | -1.4 | -2 | -4
8) COc1cccc(CN(C)CC(=O)N2CCN(S(=O)(=O)c3ccccc3)CC2)c1
    -10 | 7 | 0.0 | i | 0 | / | -1 | -0.1 | 2 | -3
9) O=C1CCN(Cc2ccccc2)S(=O)(=O)c2ccc(F)cc21
    -2 | -11 | -0.3 | i | 1 | 52* | 20 | -1.1 | -3 | -3
10) CSc1cccc(NC(=O)CCCOc2ccccc2)c1
    -6 | -8 | 0.6 | i | -5 | -15 | 0 | 0.9 | -1 | 0
11) O=C(CCl)N(c1ccccc1)C1CCS(=O)(=O)C1 (centres undefined)
    -6 | 14 | -0.3 | i | -1 | -5 | 1 | -0.9 | -8 | -5
12) COc1ccc(NC(=O)c2ccc(NC(=O)C3CC3)cc2)cc1
    5 | 9 | 0.0 | i | 4 | -2 | 1 | -0.3 | -2 | -1
13) CC[C@@H](C)[C@H](NC(=O)C1CCN(C(=O)[C@@H](NS(=O)(=O)c2ccc(C)cc2)C(C)C)CC1)C(=O)O
    2 | -11 | -0.8 | i | -2 | 0 | -1 | -1.7 | -6 | 4
14) C=CCOc1ccc(C2C(C#N)=C(N)N(Nc3ccccc3)C3=C2C(=O)CCC3)cc1OC (centres undefined)
    9 | 1 | 0.0 | i | -1 | -11 | -5 | 1.7 | 1 | 1
15) CC(C)(O)C1CC[C@@](C)([C@@H]2CC[C@]3(C)[C@H]2[C@H](O)CC2[C@@]4(C)CCC(O)C(C)(C)C4C(OC4OC(CO)C(O)C(O)C4O[C@@H]4OCC(O)C(O)C4O)C[C@]23C)O1 (some centres undefined)
    1 | 2 | 0.0 | i | 3 | -4 | 4 | -0.8 | 0 | 0
16) CNc1cc(C)c(C#N)c2nc3ccccc3n12
    2 | -10 | -0.8 | i | 5 | -2 | 14 | 1.1 | 1 | -1
17) Cc1ccccc1CC1(CO)CCCN(C(=O)CCCN2CCCCC2=O)C1 (centres undefined)
    0 | -6 | -0.5 | i | 0 | -7 | 4 | 1.4 | 0 | -2
18) Cc1ccc(NC2=CC(=O)CC(C)(C)C2)cc1F
    -1 | -2 | 0.6 | i | 1 | -4 | -1 | -0.7 | -3 | 1
19) CC(C)n1c(/C=C/c2ccccc2)nc2ccccc21
    -2 | -4 | -1.1 | i | -3 | -2 | 2 | 11 | 4 | 3
20) COc1cc(/C=C(\C#N)C(=O)NC2CCCCC2)ccc1OCc1ccc(C(=O)O)cc1
    10 | -4 | -0.2 | i | 17 | -6 | -1 | 0.2 | 5 | 0
21) Cc1ccccc1-n1nc(C)c2cc(C(=O)NCc3cccnc3)sc21
    0 | 1 | -0.2 | i | 2 | -4 | 1 | 0.8 | -5 | 2
22) CCC1=C(OC(=O)N(CC)CC)N2C(=O)OC(=NCc3ccccc3)[C@]2(C)[C@H]2C1=CC[C@H]1C(=O)N(c3ccccc3)C(=O)[C@H]12
    -2 | 11 | -0.3 | i | 0 | 0 | -4 | 1.9 | 0 | -2
23) COc1ccc(NC(=O)CN(C)Cc2c(F)cccc2Cl)cc1S(=O)(=O)N1CCCCC1
    -10 | -5 | -0.9 | i | 5 | -5 | 0 | 1.9 | -4 | 2
24) O=c1[nH]c(CSc2nc3ccccc3o2)nc2c1cnn2-c1ccccc1
    12 | -12 | -1.1 | i | 0 | 1 | 25 | -2.5 | 7 | 0
25) O=C(c1cccc([N+](=O)[O-])c1)N1CC2C3C=CC(C3)C2C1 (centres undefined)
    0 | -3 | 0.4 | i | -14 | 1 | -1 | 1.4 | 1 | -1
26) FC(F)Oc1ccc(/C=N/c2c(-c3ccc(OC(F)F)cc3)nc3n2CCS3)cc1
    9 | -6 | -0.8 | i | -4 | 2 | -15 | -1.3 | 16 | -2
27) COc1ccc2cc3c(N)nn(C(=O)c4ccc(F)cc4)c3nc2c1
    1 | -19 | -1.0 | i | 9 | 27 | 6 | -0.9 | 2 | 21
28) Cc1nc2sccc2c(=O)n1-c1cccc(Cl)c1
    6 | 4 | -0.3 | i | -2 | 2 | 0 | -0.1 | 0 | -3
29) COc1ccc(NC2=CC(c3cccc(OC)c3)N(c3ccc(OC)cc3)C2=O)cc1 (centres undefined)
    5 | 12 | 0.4 | i | 0 | -7 | -5 | 0.9 | -10 | 3
30) CC(C)Oc1nc(-c2ccccc2O)nc2ccccc12
    3 | 8 | -1.3 | i | -16 | 2 | 3 | 3.7 | -1 | 2

Further compounds
Value order – NadD block | MLLE-PAM2 inh | TbMetRS inhib | Rpn11 inh | SUMO1-SIM PPI | Scp1 inh | DNMT1 inh | LMPTP block | CSN inh | STEP block
31) COc1ccc(OC)c(C(=O)c2ccc([N+](=O)[O-])cc2)c1
    -1 | 9 | -0.1 | i | -30 | -8 | 2 | -2.1 | 2 | -1
32) O=C(CCCN1CCC(C(O)c2ccc(F)cc2)CC1)c1ccc(F)cc1 (centres undefined)
    -1 | 4 | -0.6 | i | -3 | / | 1 | -1.4 | -2 | 1
33) COc1cc(/C=N/NC(=O)CC#N)cc(Br)c1O
    -2 | -36 | -0.1 | i | 12 | -7 | 4 | -4.9 | 1 | 0
34) COc1ccc(OC)c(N(CC(=O)Nc2ccccc2C(=O)NCc2ccco2)S(C)(=O)=O)c1
    -6 | 2 | -1.2 | i | 3 | -8 | 0 | -0.6 | 0 | -2
35) CCOC(=O)c1c(NC(=O)C2CCCO2)sc(C(=O)OC(C)(C)C)c1C (centres undefined)
    6 | 32 | 0.2 | i | 5 | 0 | 51* | 2.1 | 0 | 8
36) O=S(=O)(c1ccccc1)c1nc(-c2cccs2)oc1NCCCn1ccnc1
    9 | 4 | -1.3 | i | -2 | -12 | -9 | -6.1 | 0 | 1
37) CCCCNS(=O)(=O)CCNCc1ccccc1OC
    -3 | -4 | 0.2 | i | 1 | -4 | 5 | 0.8 | -2 | -1
38) O=C1CCCC(O)=C1N=Nc1cccc(C(=O)O)c1
    3 | 1 | -4.8 | i | 1 | 61* | 43 | 4.6 | 27 | 5
39) Cc1ccc(C(=O)NCCn2ccc3ccccc32)cc1[N+](=O)[O-]
    -7 | -1 | -0.1 | i | -13 | 14 | -5 | 0.6 | 3 | 0
40) COc1ccc(N2CCOCC2)c(NC(=O)COc2cccc(C)c2)c1
    2 | -1 | -0.4 | i | 7 | -5 | 2 | 1.2 | 2 | 1
41) Cc1cccc(C(=O)OCc2cc(=O)oc3c(C)c(C)ccc23)c1O
    -9 | 12 | -0.5 | i | 4 | -2 | 9 | -1.5 | 3 | -1
42) O=C(NCCO)OC1CC2CC1[C@H]1CCCCN1C2=O (some centres undefined)
    0 | / | -0.8 | / | 1 | / | / | -1.7 | 3 | /
43) O=C1COC(c2ccccc2)C2CCCCN12 (centres undefined)
    -1 | -3 | -0.3 | i | 1 | -5 | 4 | 0.1 | 5 | -2
44) CC(=O)c1c(C)nn(C(=O)N2CCOCC2)c1C
    -8 | -1 | -0.5 | i | -4 | 1 | 1 | -1.4 | -2 | 2
45) CN(CC(=O)NCC1COc2ccccc2O1)S(=O)(=O)c1ccc(Cl)cc1 (centres undefined)
    -5 | -12 | -0.2 | i | 1 | -10 | -2 | -0.8 | 0 | 2
46) O=c1/c(=C/c2ccccn2)sc2n1CN(c1ccccc1)CN=2
    6 | -14 | -0.1 | i | -24 | -2 | -3 | 0.3 | -3 | -2
47) Cc1ccc(C)c(Cn2nnc3c(=O)[nH]c(C4CCCN(S(=O)(=O)Cc5ccccc5)C4)nc32)c1 (centres undefined)
    13 | 2 | 0.7 | i | 5 | -4 | 33 | -0.7 | 2 | 0
48) Cc1ccc(C(=O)OCC(=O)Nc2ccc(C)c(S(=O)(=O)N3CCCCC3)c2)o1
    -6 | 6 | 1.0 | i | 1 | / | 13 | -2.3 | -1 | 2
49) C[C@H]1[C@H](C)CC[C@]2(C)CC[C@]3(C)C(=CC(=O)C4[C@@]5(C)CC[C@H](O)C(C)(C)C5CC[C@]43C)[C@H]12 (some centres undefined)
    26 | -8 | 0.0 | i | 3 | -11 | 3 | 2.7 | -1 | 2
50) CCN(C(=O)CSc1nc(-c2cccs2)nc2ccccc12)C1CCS(=O)(=O)C1 (centres undefined)
    -4 | 13 | -0.4 | i | -23 | 2 | 2 | -0.9 | -1 | -2
51) Cc1cccc(C)c1-n1nnnc1C1(C)CCC(=O)N1Cc1cccs1 (centres undefined)
    -4 | / | -1.5 | / | 0 | / | / | -0.4 | -5 | /
52) O=S(=O)(Nc1cccc(-n2cnnn2)c1)c1cc(Cl)ccc1Cl
    -1 | 6 | 0.1 | i | 2 | -2 | -1 | -0.4 | -4 | -2
53) CC(C)NC(=O)COC(=O)c1ccc(S(=O)(=O)N2CCCC2)cc1
    6 | -14 | 0.1 | i | 2 | -1 | 2 | 0.3 | -4 | 2
54) O=C(Nc1cccc2c1CCCC2)c1cc(C2CCCCN2S(=O)(=O)c2cccs2)on1 (centres undefined)
    -1 | -1 | 0.4 | i | 1 | / | 2 | 2.2 | -3 | 2
55) COc1ccc(/C=C/C(=O)c2cc3c(cc2N)OCO3)cc1
    -3 | 3 | -1.0 | i | -20 | -6 | -1 | 2.7 | -3 | 2

Assay outcomes: PubChem BioAssay, several laboratories
